DAX1 inh-1 – DAX1 (NR0B1) inhibitors on StAR promoter, primary screen, cell-based, luminescence, SF-1 (NR5A1), full-length DAX-1; HEK293T StAR-luciferase reporter, SF-1/DAX-1 repression relief; inhibition, % at 6.8 µM; hit rate 1.1% among 370,000; AID 652010, 2013;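 active means inhibition above the mean over all tested compounds plus 3 SD, cut at about 3.6% in these data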;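 further: 0% = DAX-1 cells with DMSO and 100% = cells lacking DAX-1 with DMSO; higher inhibition means more luminescence from relief of DAX-1 repression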
GC-A act – GC-A stimulated cGMP production enhancers – HEK293 GC-A cells, cGMP TR-FRET, EC30 ANP, primary screen; Atrial natriuretic peptide receptor 1 (Homo sapiens), P16066; 0% at EC30 ANP, 100% saturating ANP; activation, % at 10 µM; hit rate 0.14% among 370,000; in the data active means activation above about 40%
hcDAF12 agonist – H. contortus DAF-12 nuclear receptor activators, primary screen, cell-based, luminescence, HEK293, lit1-tk-luc reporter. HEK293 hcDAF-12 lit1-tk-luc reporter; 0% DMSO, 100% Δ7-dafachronic acid. activation, % at 6.8 µM. hit rate 1.4% among 370,000. AID 652067, 2013;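 active means activation above the mean of all tested compounds plus 3 SD, cut at about 5.5% in these data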;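 further: 100% = response to 3 µM Δ7-dafachronic acid high control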
NPR2 activator – human GC-B receptor activators, primary screen, HEK293 GC-B cells, cGMP TR-FRET, EC30 CNP; hit rate 0.11% among 370,000; activation, % at 10 µM; 0% at EC30 CNP, 100% saturating CNP;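 active means activation at 10 µM reaching about 35% in either raw or pattern-adjusted values, limit read from the data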
Target sequence (P20594 whole entry, looked up): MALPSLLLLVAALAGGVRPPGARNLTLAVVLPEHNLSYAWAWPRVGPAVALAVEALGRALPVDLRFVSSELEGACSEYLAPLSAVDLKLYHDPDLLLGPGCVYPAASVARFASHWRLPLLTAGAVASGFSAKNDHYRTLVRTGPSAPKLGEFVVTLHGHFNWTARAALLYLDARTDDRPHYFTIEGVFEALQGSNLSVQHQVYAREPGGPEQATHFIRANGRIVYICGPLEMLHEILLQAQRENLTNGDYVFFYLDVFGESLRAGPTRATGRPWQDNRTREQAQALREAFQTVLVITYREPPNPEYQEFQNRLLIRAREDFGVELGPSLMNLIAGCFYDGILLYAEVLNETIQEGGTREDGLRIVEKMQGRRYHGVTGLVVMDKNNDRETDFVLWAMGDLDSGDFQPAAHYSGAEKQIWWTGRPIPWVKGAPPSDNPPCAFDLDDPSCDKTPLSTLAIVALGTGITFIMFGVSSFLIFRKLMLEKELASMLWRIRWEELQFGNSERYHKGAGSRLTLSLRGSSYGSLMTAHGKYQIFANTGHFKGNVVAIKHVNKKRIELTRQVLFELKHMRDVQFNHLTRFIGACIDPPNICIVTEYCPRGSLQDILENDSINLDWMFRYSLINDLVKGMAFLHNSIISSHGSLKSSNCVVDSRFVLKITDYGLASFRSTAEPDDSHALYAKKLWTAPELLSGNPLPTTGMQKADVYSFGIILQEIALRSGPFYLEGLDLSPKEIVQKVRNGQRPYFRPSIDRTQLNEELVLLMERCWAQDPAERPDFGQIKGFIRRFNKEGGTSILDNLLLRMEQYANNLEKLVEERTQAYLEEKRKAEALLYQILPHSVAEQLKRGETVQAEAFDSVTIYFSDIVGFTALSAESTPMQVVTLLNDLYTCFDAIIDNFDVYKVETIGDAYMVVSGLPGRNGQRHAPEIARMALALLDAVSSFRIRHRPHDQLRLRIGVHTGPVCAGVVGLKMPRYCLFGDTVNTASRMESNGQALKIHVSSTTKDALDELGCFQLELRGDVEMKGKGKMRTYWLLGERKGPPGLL
ssDAF-12 act – S. stercoralis DAF-12 nuclear receptor activators, primary screen, cell-based, luminescence, HEK293, GRIP1 co-expression, lit1-tk-luc | HEK293 ssDAF-12/GRIP1 lit1-tk-luc reporter; % of 3 µM dafachronic acid response | activation, % at 6.8 µM | hit rate 1% among 370,000;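 active means activation above the mean over all tested compounds plus 3 SD, cut at about 0.9% in these data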;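 further: 0% = DMSO-only wells and 100% = 3 µM delta7-dafachronic acid wells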
SMARCA2 activ – SMARCA2 (BRM) function activators, primary screen, cell-based, luminescence, high throughput; AID 652017, 2013; hit rate 1% among 370,000; MG213 cells, MMTV-luciferase reporter, dexamethasone, overnight; activation, % at 9.1 µM; in the data active means activation above about 7.8%;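 further: 0% = vehicle wells and 100% = reference activator wells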
hgDAF-12 ag – H. glycines DAF-12 receptor agonists, primary screen, cell-based, luminescence, HEK293, GAL4 fusion, UAS-luciferase | activation, % at 6.8 µM | HEK293 GAL4-hgDAF12 UAS-luciferase reporter, agonist luminescence; normalized to butyrate control | Nuclear hormone receptor DAF-12 (Heterodera glycines), GAL4 fusion | hit rate 1.8% among 370,000;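 active means activation above a cutoff set at the mean of all screened compounds plus 3 SD, cut at about 10% in these data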;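 further: 0% = DMSO wells and 100% = sodium butyrate wells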
sPLA2-III inh – human group III sPLA2 inhibitors, primary screen, biochemical, QFRET, BODIPY PC-A2 liposome substrate | Group 3 secretory phospholipase A2 (Homo sapiens), Q9NZ20 | QFRET BODIPY PC-A2 liposome hydrolysis, fluorescence | inhibition, % at 12.2 µM | hit rate 0.56% among 370,000;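 active means inhibition above mean plus 3 SD of compounds lying within the high and low control bounds, cut at about 19% in these data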;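 further: 0% = median of test compound wells and 100% = no enzyme DMSO wells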
KLK7 zymogen act – proKLK7 zymogen activators, primary screen, biochemical, fluorescence intensity; hit rate 0.9% among 370,000; purified proKLK7, EDANS-DABCYL substrate fluorescence; 100% is mature enzyme control, 0% vehicle; activation, % at 7 µM; AID 652039, 2013;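 active means activation above the mean of all tested compounds plus 3 SD, computed per campaign excluding outliers beyond control limits, cut at about 13% in these data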
DAX1 inh-2 – DAX1 (NR0B1) inhibitors, primary screen, cell-based, HEK293, Gal4-DAX1, luciferase luminescence; AID 504766, 2011; hit rate 0.99% among 340,000; HEK293 Gal4-DAX1 luciferase reporter; inhibition, % at 6.75 µM;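 active means inhibition above the mean over all tested compounds plus 3 SD, cut at about 4.2% in these data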;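 further: 0% = DAX1-transfected cells with DMSO and 100% = empty-vector control cells with DMSO; inhibition shows as a rise in luminescence from relieved DAX1 repression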
GAA850 FXN act – FXN promoter activators, primary screen, cell-based, luciferase luminescence, HEK293 lucGAA850; HEK293 lucGAA850 FXN promoter luciferase reporter, 24 h; percent of 10 µM SAHA response; activation, % at 6 µM; hit rate 0.56% among 360,000; AID 540364, 2011;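 active means activation above the average of all compounds screened plus 3 SD, cutoff fixed separately per campaign, cut at about 7.5% in these data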;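 further: 0% = DMSO wells and 100% = 10 µM SAHA wells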
The depositor's hits bear a star; x = not tested or not shown.

SMILES | DAX1 inh-1 | GC-A act | hcDAF12 agonist | NPR2 activator | ssDAF-12 act | SMARCA2 activ | hgDAF-12 ag | sPLA2-III inh | KLK7 zymogen act | DAX1 inh-2 | GAA850 FXN act
COc1ccc(C(=O)Nc2cccc3nc(C)ccc23)c(OC)c1 | -0.3 | 3 | -1.3 | 11 | -1.2 | 0 | 0.0 | -5 | 0.8 | -0.9 | -0.1
CCS(=O)(=O)N1Cc2ccccc2CC1C(=O)Nc1ccc(F)cc1 (stereo unspecified) | 1.4 | -1 | 0.7 | 4 | -0.7 | 5 | 2.9 | -11 | 0.4 | 3.9 | 3.1
O=C(CN1C(=O)CSC1=O)Nc1ccccc1N1CCOCC1 | 0.2 | 2 | 3.2 | 1 | -0.4 | 9.8* | 0.1 | -3 | 0.2 | -1.8 | -0.4
Clc1ccc(COc2ccccc2-c2ccnc3ncnn23)cc1 | 1.9 | -17 | 5.1 | -9 | -1.0 | 3 | 5.4 | -3 | 0.8 | -0.2 | 3.1
CCCc1cc(=O)n2[nH]c(C)c(-c3ccccc3OC)c2n1 | 0.2 | 7 | 1.4 | 9 | -1.0 | -1 | 3.5 | 4 | -0.5 | 0.0 | -0.6
O=C(c1cccs1)N1N=C(c2ccccc2)CC1c1ccc(O)cc1 (stereo unspecified) | 0.1 | 22 | -1.1 | 13 | -1.8 | -4 | -1.9 | -53 | -0.2 | -0.6 | -0.2
CN(C(=O)CSc1nnc(COc2ccccc2F)n1N)C1CCS(=O)(=O)C1 (stereo unspecified) | 0.6 | 4 | -0.1 | 0 | -0.9 | -2 | 0.9 | 5 | 0.6 | -0.4 | 0.8
COc1cccc(CN(C)C(=O)C2CSC3(C)CCC(=O)N23)c1OC (stereo unspecified) | -1.8 | -1 | -1.3 | 0 | -1.0 | -2 | 8.7 | 12 | -0.6 | -0.5 | -0.3
Oc1c(I)cc(I)c2cccnc12 | -1.8 | 2 | -0.1 | 2 | -0.6 | -4 | -4.2 | 14 | -0.4 | 0.6 | 0.9
Nn1c(SCC(=O)Nc2nccs2)nnc1-c1cc(-c2ccccc2)n[nH]1 | 1.2 | 0 | 2.5 | 0 | -0.6 | 9.6* | 11* | -5 | 0.3 | x | x
Cc1cccc(CC(C)NC(=O)c2cc(COc3ccc(C)c(C)c3)on2)n1 (stereo unspecified) | 0.5 | 0 | 1.7 | 0 | -1.5 | 0 | 5.3 | -21 | -0.3 | -0.1 | 6.7
O=C(Cn1nnc(-c2ccccc2Cl)n1)N/N=C/c1ccc(-c2cccc(Cl)c2)o1 | 0.8 | -1 | -1.3 | -6 | -1.4 | -1 | 1.4 | 12 | 0.0 | 0.8 | 0.6
CCn1nc(C)c(C(=O)Nc2cc(Oc3ccc(Cl)cc3)cc([N+](=O)[O-])c2)c1C | -0.1 | -2 | -0.1 | 2 | -1.6 | -4 | -1.9 | -13 | 0.1 | 0.6 | -0.5
CCSc1ccc([C@@H]2[C@@H]3C(=O)N(C)C(=O)[C@@H]3[C@]3(C(=O)OC)CCCCN23)cc1OC | -0.5 | 2 | -2.7 | 1 | -1.1 | -1 | -0.7 | -12 | 0.4 | 1.2 | -1.0
O=C(O)c1ccc(-c2cccc(-c3nn4c(=O)cc(N5CCNCC5)nc4s3)c2)cc1 | 0.8 | 6 | 0.4 | -2 | -0.7 | 2 | 0.0 | -4 | 1.5 | x | -0.8
CCOC(=O)N1CCN(c2cc(=O)n(-c3ccccc3C)c(=O)[nH]2)CC1 | 0.0 | 4 | 0.7 | -3 | -1.0 | 1 | -0.4 | 3 | -0.4 | 0.7 | -1.1
CCCCCCCNC(=O)C1(CC2CC(c3cccc(Br)c3)=NO2)CCN(C(=O)c2cc(OCC)c(OCC)c(OCC)c2)CC1 (stereo unspecified) | -0.3 | -2 | -0.9 | 0 | -1.3 | -1 | 0.5 | -11 | -0.2 | 0.3 | 0.1
O=C(CCl)N(c1ccccc1)c1ccccc1 | -1.9 | 4 | -1.0 | 4 | -1.8 | -12 | -1.0 | 3 | 0.2 | -1.9 | -13
Cn1ncc2c(Nc3cccc([N+](=O)[O-])c3)ncnc21 | 0.5 | 8 | -1.3 | -1 | -1.2 | 4 | -0.1 | 6 | 0.8 | 0.5 | 4.6
CCOC(=O)C1=C(C)Nc2nnnn2C1c1ccccc1Cl (stereo unspecified) | -0.7 | 0 | -1.2 | -4 | -1.6 | -1 | -2.8 | -2 | 0.1 | -1.3 | -1.5
COc1ccc(NC(=O)COC(=O)C(CC(C)C)N2C(=O)C3CC=CCC3C2=O)cc1Cl (stereo unspecified) | 0.4 | -1 | -1.1 | 1 | -1.1 | -4 | 4.4 | -1 | 0.8 | -1.0 | -0.4
O=c1[nH]cnc2sc3c(c12)CCC3 | 0.3 | -4 | -0.8 | 5 | -2.1 | -4 | 1.6 | 5 | -0.3 | 1.6 | 1.3
COc1cc2c(CCNC(C)=O)c[nH]c2cc1Cl | 0.9 | 2 | -2.0 | -2 | -1.1 | -4 | -1.0 | 11 | 1.1 | -0.9 | -0.3
O=C(NN1C(=O)C2C(c3ccccc3)C=CC(c3ccccc3)C2C1=O)c1cccc(Br)c1 (stereo unspecified) | 0.1 | 5 | 1.2 | 4 | -1.2 | 0 | 0.5 | -30 | -0.5 | -0.7 | 2.2
O=C(COC(=O)C1(c2ccc(F)cc2)CCCC1)N1CCNC1=O | 0.7 | -2 | 0.2 | 11 | -1.3 | -3 | -0.8 | 0 | 0.1 | 0.8 | 2.8
(listing goes on)
SMILES | DAX1 inh-1 | GC-A act | hcDAF12 agonist | NPR2 activator | ssDAF-12 act | SMARCA2 activ | hgDAF-12 ag | sPLA2-III inh | KLK7 zymogen act | DAX1 inh-2 | GAA850 FXN act
CC1CCN(Cc2c(C(=O)N/N=C/c3ccc(C(C)(C)C)cc3)nnn2-c2nonc2N)CC1 | -0.1 | -2 | 2.2 | -1 | 0.0 | -3 | 1.3 | -4 | 0.0 | 2.5 | 0.2
O=C(N1CCc2cc(S(=O)(=O)NC[C@H]3O[C@@H](n4ccc(=O)[nH]c4=O)[C@H](O)[C@@H]3O)ccc2C1)C(F)(F)F | -0.8 | -1 | -0.5 | 3 | -1.2 | -3 | -0.5 | 5 | 0.7 | -0.6 | -1.4
Cc1ccc(/C=N/n2c(-c3ccccc3)n[nH]c2=S)cc1 | -0.5 | -1 | -1.6 | -10 | -1.6 | -1 | -0.8 | 3 | -0.2 | 0.1 | 0.3
CC(Oc1ccc(F)cc1F)C(=O)NNC(=S)NCC1CCCO1 (stereo unspecified) | 0.0 | 5 | -0.4 | 4 | -1.2 | -2 | 0.0 | 14 | 0.8 | -0.6 | 1.9
CCN(C(=S)NC(=O)Cc1ccc(OC)cc1)c1ccccc1 | 0.0 | 1 | -0.2 | -2 | -1.0 | 0 | 0.4 | -3 | 0.2 | -0.2 | -0.6
CCn1cnc2c1c(=O)n(CC(=O)OC(C)C(N)=O)c(=O)n2Cc1ccccc1 (stereo unspecified) | 0.0 | 18 | -1.0 | -2 | -0.9 | -4 | 2.1 | -2 | 0.3 | 0.5 | -1.1
CNc1ccc(-c2ccccc2CO)cn1 | 0.2 | 3 | 1.7 | 2 | -0.5 | -2 | 4.4 | -2 | 3.8 | x | 0.2
CC(CN(C)Cc1ccccc1)OC(=O)c1ccc2c(c1)OCCO2 (stereo unspecified) | 1.0 | 3 | -1.6 | 3 | -0.9 | -2 | 2.0 | 5 | -0.3 | -0.3 | 0.4
O=C(Nc1nc(-c2ccncc2)cs1)c1ccc(S(=O)(=O)N2CCOCC2)cc1 | 0.5 | -3 | 0.2 | 0 | -0.6 | -4 | -1.7 | 0 | 1.5 | -1.0 | 2.3
CN(C)c1cc(O)c(C(=S)Nc2ccccc2)c(N(C)C)c1 | 0.0 | 1 | 1.6 | 2 | -0.1 | 2 | 3.1 | 7 | 0.7 | -1.3 | 3.0
Cc1cc(C)c2c(n1)SCC(=O)N2CC(=O)Nc1cc(F)ccc1F | -0.9 | -5 | 0.1 | 1 | -1.7 | 2 | -3.1 | -1 | 0.2 | -0.3 | -0.6
CN(C1CCS(=O)(=O)C1)S(=O)(=O)c1ccc(N2CCCC2=O)cc1 (stereo unspecified) | 0.6 | -1 | -0.4 | 4 | -0.8 | -4 | -0.1 | 0 | 0.0 | -0.1 | -2.5
O=[N+]([O-])c1cccc(N/N=C/c2cc([N+](=O)[O-])ccc2O)c1 | -0.2 | 7 | -2.0 | -2 | -1.2 | 4 | 1.6 | -1 | -0.8 | -0.6 | 0.8
Cc1ccc2nc(Cl)c(/C=N/NC(=O)CN3CCOCC3)cc2c1 | 0.4 | 2 | -0.5 | -2 | -1.3 | -1 | 3.7 | 7 | -1.2 | -0.3 | 1.1
CC(OC(=O)c1ccc(NC(=O)CC#N)cc1)C(=O)Nc1ccc2c(c1)OCCO2 (stereo unspecified) | 2.5 | -1 | -2.0 | -4 | -0.7 | -5 | 1.6 | -72 | -0.6 | 0.3 | 2.4
COCCn1c(=NC(=O)CSC(C)=O)sc2cc(OC)ccc21 | -0.9 | -7 | -0.1 | -6 | -0.8 | 4 | 5.3 | 0 | 0.2 | 1.6 | -0.8
O=C(CN1C2=NCCN2c2ccccc21)N1CCOCC1 | -0.3 | 0 | -0.5 | 1 | -0.3 | 0 | -1.4 | 8 | 0.4 | x | x
O=C(NC1CCCCCCC1)c1ccco1 | -0.3 | 0 | -1.1 | 4 | -1.2 | -2 | 1.6 | 7 | -0.6 | 0.1 | 1.5
Cc1csc(NC(=O)CCc2c(C)nc3cc(-c4cccc(F)c4)nn3c2C)n1 | -0.9 | 4 | -1.7 | -3 | -2.2 | -3 | -2.2 | 2 | -0.3 | -0.2 | -3.0
COc1ccc(N2CCN(C(=O)c3ccc(S(=O)(=O)NCc4ccco4)cc3)CC2)cc1 | -0.8 | -2 | 0.0 | -1 | -1.0 | 3 | -1.2 | 3 | 0.3 | -0.5 | 0.9
